# Tn7 DDE FP: DD(E)-Tn7 binding inhibition, primary FP screen; P02675; FP displacement of FITC-Tn7 peptide from fibrin DD(E); 0% = median of compound wells per plate; inhibition, % at 8.3 µM; 370,000 compounds, 0.13% hits;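 active = inhibition above the mean of compounds falling within the control limits plus 3 SD of them, cut at about 14% in these data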;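 note: 0% = plate median of compound wells and 100% = 10 µM Aha-Tn7 peptide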
# Target sequence (P02675 whole entry, looked up): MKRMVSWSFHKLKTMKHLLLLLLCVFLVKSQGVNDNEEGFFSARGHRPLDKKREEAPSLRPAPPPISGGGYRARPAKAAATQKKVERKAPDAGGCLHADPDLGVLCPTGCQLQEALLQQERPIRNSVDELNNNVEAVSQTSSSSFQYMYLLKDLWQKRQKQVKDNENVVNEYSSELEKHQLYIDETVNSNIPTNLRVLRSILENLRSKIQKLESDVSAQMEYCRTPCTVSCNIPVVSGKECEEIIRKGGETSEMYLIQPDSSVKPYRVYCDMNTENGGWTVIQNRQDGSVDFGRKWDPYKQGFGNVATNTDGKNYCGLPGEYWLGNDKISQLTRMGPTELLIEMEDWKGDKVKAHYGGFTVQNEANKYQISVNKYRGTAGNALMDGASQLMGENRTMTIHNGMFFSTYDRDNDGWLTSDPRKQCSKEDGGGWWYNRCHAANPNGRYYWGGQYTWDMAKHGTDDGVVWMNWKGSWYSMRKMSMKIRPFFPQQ
#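 Assay system: Fibrin-DD(E) protein isolated from polymerized human fibrin clots; read-out basis: percent inhibition; medium: Tris/NaCl/CaCl2 buffer, pH 7.8; signal: FP measurement; incubation: 10 min plus 3 h, room temperature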
# TDP2 inh: TDP2 (human) inhibition, absorbance primary screen | O95551 | recombinant TDP2, T5PNP hydrolysis, p-nitrophenol absorbance 415 nm | inhibition, % at 12.8 µM | 370,000 compounds, 0.34% hits | AID 720702;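 active = inhibition above the mean of all tested compounds plus 3 SD, set per campaign, cut at about 25% in these data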;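 note: 0% = DMSO with enzyme and 100% = buffer with substrate but no TDP2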
#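 System: recombinant human TDP2 / Amount: 120 nM TDP2 per well / Also added: 5 mM T5PNP chromogenic substrate / Doses: 12.8 µM single point, 1% DMSO / Incubation: 2 h at 37 °C / Detection: p-Nitrophenol epi absorbance / Evaluation: % inhibition relative to enzyme-containing and enzyme-free wells / Repeats: singlicate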
# SIAE inh: human SIAE inhibition, primary screen; SIAE FP-Rh probe binding, fluorescence polarization; inhibition, % at 9.66 µM; AID 1053197; 370,000 compounds, 0.69% hits;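 active = inhibition above a cutoff: mean of compounds within the control limits plus 3 SD of those, cut at about 17% in these data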;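 note: 0% = plate median of compound wells and 100% = probe without SIAE protein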
# HTRA1 inhibitor: HTRA1 (human) protease inhibition; Q92743; recombinant HTRA1, FP-rhodamine activity-based probe, fluorescence polarization; inhibition, % at 5.96 µM; 340,000 compounds, 0.5% hits; AID 504803; in the data active = inhibition above about 36%;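 note: 0% = enzyme with DMSO and 100% = wells lacking enzyme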
# Target sequence (Q92743 whole entry, looked up): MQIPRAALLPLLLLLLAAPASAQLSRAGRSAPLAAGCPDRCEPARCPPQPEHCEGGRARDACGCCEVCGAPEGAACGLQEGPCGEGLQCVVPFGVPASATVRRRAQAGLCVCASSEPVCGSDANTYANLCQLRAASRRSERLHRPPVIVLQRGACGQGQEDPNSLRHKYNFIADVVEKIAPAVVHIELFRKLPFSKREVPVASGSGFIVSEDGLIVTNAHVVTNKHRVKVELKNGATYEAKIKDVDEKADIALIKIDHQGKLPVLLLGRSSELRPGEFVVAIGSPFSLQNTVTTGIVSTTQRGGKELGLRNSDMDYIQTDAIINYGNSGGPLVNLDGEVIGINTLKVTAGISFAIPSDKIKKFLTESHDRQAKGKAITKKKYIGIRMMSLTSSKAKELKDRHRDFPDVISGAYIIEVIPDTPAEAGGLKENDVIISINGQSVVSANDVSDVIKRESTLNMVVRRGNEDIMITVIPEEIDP
# PRMT1 FP inh: PRMT1 (human) inhibition, primary screen; Q99873; recombinant PRMT1, activity-based probe fluorescence polarization; inhibition, % at 2.79 µM; 370,000 compounds, 1.3% hits; AID 652257;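 active = inhibition above about 21% made by adding two undisclosed values, limit read from the data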
# ABHD4 inh: inhibits mouse alpha/beta hydrolase domain 4. Q8VD66. purified mABHD4, FP-Rh probe fluorescence polarization. inhibition, % at 8.92 µM. 370,000 compounds, 0.54% hits. AID 720543;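 active = inhibition exceeding the mean over every tested compound plus 3 SD, cut at about 30% in these data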;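 note: 0% = plate median of compound wells and 100% = S159A mutant with DMSO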
#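 Test system: mABHD4 protein | Buffer or medium: HEPES pH 7.0 buffer, 150 mM NaCl, 0.01% Pluronic F-127 | Probe or stimulus: FP-Rh fluorescent activity-based probe, added after compound pre-incubation | Timing: Pre-incubation 45 min, probe exposure 60 min, at 25 °C | Technique: Fluorescence polarization, excitation 525 nm, emission 598 nm, BODIPY TMR filters | Repeats: Single well per compound (singlicate)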
# LEDGF integ inh: blocks HIV-1 LEDGF/p75-dependent DNA integration | AID 743269 | 370,000 compounds, 0.64% hits | TR-FRET IN-LEDGF/p75 DNA integration, Eu/Cy5 | inhibition, % at 3.7 µM;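 active = inhibition above the screen-wide mean plus 3 SD, cut at about 13% in these data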;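 note: signal is the Cy5 over europium emission ratio at 671 and 618 nm; 0% = plate median of compound wells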
# PG9 binder: binds the HIV-1 gp120 antibody PG9; TR-FRET gp120-PG9 antibody binding; inhibition, % at 6.7 µM; 360,000 compounds, 0.43% hits; AID 624416; in the data active = inhibition above about 8.5%
# TCR-CD3 inh: inhibitors of human TCR-CD3 interaction; TAMRA-labeled TCR probe fluorescence, biochemical; inhibition, % at 9.4 µM; 360,000 compounds, 0.37% hits; AID 651800; in the data active = inhibition above about 19%;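 note: recombinant mutant TCR 2C K166C tagged with TAMRA read by polarization; 0% = receptor in buffer alone and 100% = receptor with positive control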
# UHRF1 binding: blocks human UHRF1 binding to methylated DNA; Q96T88; UHRF1 binding to methylated oligo, TR-FRET; inhibition, % at 4.4 µM; 370,000 compounds, 0.75% hits; in the data active = inhibition above about 21%;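 note: UHRF1 SRA domain binding a hemimethylated CpG hairpin DNA probe; 0% = median of test compound wells and 100% = reference inhibitor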
# * hit, by the source's call; . = not tested or not shown.
SMILES,Tn7 DDE FP,TDP2 inh,SIAE inh,HTRA1 inhibitor,PRMT1 FP inh,ABHD4 inh,LEDGF integ inh,PG9 binder,TCR-CD3 inh,UHRF1 binding
COC(=O)[C@@]12CCCCN1[C@H](c1ccc(-c3ccc(F)cc3)cc1)[C@H]1C(=O)N(C)C(=O)[C@H]12,8,-1,3,6,2,-3,1,-1.7,1,8
Cc1ccccc1NC(=O)c1c(C)[nH]c(=S)c(C#N)c1-c1ccc(Cl)cc1,4,-12,7,.,13,-6,-2,0.5,1,-1
CN(C)S(=O)(=O)c1cc(NC(=O)C2=COCCO2)ccc1Cl,0,5,-12,-5,2,3,0,3.0,5,15
C=CCn1c(Oc2ccccc2)nc2c1c(=O)n(C)c(=O)n2C,-3,-2,4,-2,2,2,-3,1.5,12,3
CCOCC(=O)Nc1cc(C(=O)OC)cc(C(=O)OC)c1,5,-11,-1,7,-1,5,-2,-0.7,0,-1
COc1cccc(C(=O)Nc2ccc(Oc3cccc(C(F)(F)F)c3)nc2)c1,-3,5,-22,-56,-2,-19,4,1.3,-10,0
COc1ccc(Br)c2oc(S)cc(=O)c12,2,4,-3,-1,5,8,-2,-0.1,5,-4
COC(=O)c1cccc(-n2c(C)cc(O)cc2=O)c1,-3,0,2,.,-4,4,-2,-0.7,8,2
Cc1cc(S(=O)(=O)NCc2ccccc2)ccc1OCC(=O)Nc1cccc([N+](=O)[O-])c1,-6,-6,-22,-48,-3,-24,1,-1.5,8,-1
COC(=O)c1nc(N)sc1-c1ccc(OC)cc1,2,5,2,4,1,5,0,-0.2,-1,-1
Cc1cc(C(=O)NC(C)Cc2ccccc2)cc(C)c1[N+](=O)[O-] (centres undefined),4,1,-2,.,-2,-5,-4,-0.9,1,1
Cc1cc(C(=O)CCC(=O)N2CCN(S(=O)(=O)c3ccccc3)CC2)c(C)s1,1,6,3,-12,0,-3,0,0.5,3,2
COC(=O)c1c(NC(=O)CSc2nnc(C)c(=O)[nH]2)sc(C)c1C,0,-12,1,-2,8,-6,5,-0.6,-2,0
COc1cc2ccccc2cc1C(=O)Nc1ccc(N2CCOCC2)cc1,-8,-12,-4,7,2,16,-3,0.1,-2,-2
C#CCOC(=O)CCCN1C(=O)c2cccc3cccc(c23)C1=O,6,-3,-7,1,6,-7,-2,0.9,-7,-4
O=C(NNC(=S)NC(=O)c1ccco1)c1ccc(F)cc1,3,7,1,-2,1,12,-3,-4.5,12,-2
Cc1cccnc1NC(=O)c1ccccc1-c1ccccc1C(=O)Nc1ncccc1C,-2,3,2,-1,-1,-3,0,2.5,0,3
O=C(COc1ccc(Br)cc1Cl)NNC(=O)c1ccccc1,0,-10,5,7,-2,8,1,0.1,1,-3
CC(C)(C)c1cc2cccnc2n1Cc1cccc(F)c1,4,-20,-2,-6,-2,-6,6,-0.4,1,1
COc1ccc(-n2ccc3ccccc32)cc1,-6,-13,-2,-8,-4,0,4,0.6,-4,4
CCOCCn1c(CN(Cc2ccccc2)Cc2ccccc2)nc2c1c(=O)[nH]c(=O)n2C,2,0,-3,-5,-4,5,-2,-0.6,-4,6
CSC1=NC(C)N2C(SC)=NC(C)N12 (centres undefined),0,0,-1,-5,0,1,0,0.4,7,1
O=S(=O)(Nc1nccs1)c1cc(Cl)ccc1Cl,-4,10,0,0,2,5,2,0.7,-5,-1
CSCCC(NC(=O)c1ccco1)C(=O)OCC(=O)Nc1ncc(Cl)c(C)c1Cl (centres undefined),-4,2,5,-3,0,4,1,-1.7,-4,0
COc1cc(OC)cc(C(=O)Nn2c(C)nc3ccccc3c2=O)c1,1,-11,-5,-2,1,-11,-1,-0.3,5,2
CCN(Cc1cc2ccccc2[nH]c1=O)C(=O)c1cccnc1,1,-2,-4,7,2,0,-1,0.9,7,-1
O=C(Nc1cccc(C(=O)N2CCCCC2)c1)c1ccccc1,0,1,-3,12,3,4,3,-0.9,-1,0
C=CCc1ccccc1OCC(O)CN1CCN(CCO)CC1 (centres undefined),2,7,0,6,4,6,7,-0.3,-5,-1
CSC1=NCCN1C(=O)COc1ccc2ccccc2c1,-1,-7,8,-10,-1,0,4,0.8,1,-2
CCNc1cc(N2CCN(S(=O)(=O)c3ccc4c(c3)CCCC4)CC2)ccc1[N+](=O)[O-],2,9,-2,-3,-1,-1,0,2.9,-2,-1
CCOc1ccc(CCN2C(=O)C(=O)N([C@@H](CC(C)C)CN3CCC[C@H]3CN3C(=O)C(=O)NC[C@@H]3CC(C)C)C[C@@H]2CC(C)C)cc1,-1,2,-1,.,-4,-4,4,-0.3,3,2
COC(=O)C1=C(C)NC(=S)NC1c1cccc(OC)c1 (centres undefined),-7,-11,9,.,-2,-5,-1,-0.2,7,-1
CC1(C)C2CCC1(C)C(OC(=O)CC(=O)O)C2 (centres undefined),5,-9,-1,.,0,-10,-3,1.2,4,-1
COC(=O)c1ccc2nc(-c3ccc(Cl)cc3)c(Cc3ccc(OC)cc3C)n2c1,-4,6,-3,.,2,1,1,0.0,-5,25*
Cn1c2ccccc2c(=O)c2c(=O)n(C3CCCCC3)c(-c3ccco3)nc21,-1,-4,0,-8,1,-36,-1,-0.5,3,-8
O=C(Nc1cnccn1)c1cccc(C(F)(F)F)c1,-1,-11,-3,-2,-4,-4,3,-4.0,0,0
Cc1ccc(C(=O)OCC(=O)Nc2cc(Cl)ccc2C#N)o1,0,6,0,-1,-1,-3,3,-1.3,2,0
Cc1nc(NC(=O)c2ccccc2)sc1-c1csc(N)n1,2,-1,-2,-5,5,3,4,-1.5,-18,-1
CC(C)n1ncc2c(C(=O)N3CCN(S(=O)(=O)c4cccc(F)c4)CC3)cc(C3CC3)nc21,-4,-9,-3,3,-6,-10,6,-0.2,-7,3
COc1ccc(C(=O)c2c(C)oc3ccc(O)c(CN4CCOCC4)c23)cc1,1,-6,0,-3,-2,-24,-1,-1.6,-2,-1
O=C(O)c1ccc(N=NN2CCOCC2)cc1,3,-9,3,-2,-1,-1,1,-2.6,3,1
CCCn1c(=O)[nH]c(=O)c2c1nc(-c1cccs1)n2CCOC,-3,-6,12,2,-1,3,4,-1.8,7,0
Cc1occc1C(=O)N1CCN(c2ncccn2)CC1,4,-6,-7,3,4,0,2,1.0,-5,-1
COc1ccc(C)cc1NC(=O)CSc1nnc(-c2ccco2)n1Cc1ccco1,9,-4,-2,-11,3,-3,1,2.6,-3,1
O=C(N/N=C/c1ccccc1)c1cc[n+]([O-])cc1,4,10,-3,8,1,4,2,-0.4,3,-1
CC(=O)N1CCc2cc(S(=O)(=O)C(C)CC(=O)NCc3ccc(C)o3)ccc21 (centres undefined),3,8,-11,1,4,3,1,-2.3,2,15
C/C(=N\NC(=O)c1ccccn1)c1ccc(C(=O)O)s1,4,3,10,.,1,-3,2,-2.8,4,-2
Cc1cc(C(=O)NC2CCCc3ccccc32)no1 (centres undefined),2,6,11,-7,-3,4,-3,0.0,2,8
Cc1nnc(SCC(=O)Nc2ccc3[nH]c(=O)[nH]c3c2)s1,-7,1,1,7,2,-3,3,0.0,5,-1
O=C(CCCn1c(=S)[nH]c2ccsc2c1=O)Nc1ccc2c(c1)OCO2,3,2,11,3,4,10,2,0.3,-6,-2
# New compounds follow:
SMILES,Tn7 DDE FP,TDP2 inh,SIAE inh,HTRA1 inhibitor,PRMT1 FP inh,ABHD4 inh,LEDGF integ inh,PG9 binder,TCR-CD3 inh,UHRF1 binding
CC(=O)Nc1cccc(NC(=O)C2CCCN2C(=O)Nc2ccccc2C)c1 (centres undefined),7,-6,2,3,-4,0,-3,0.2,0,-2
Cc1ccc(NC(=O)CSCCc2ccccn2)nc1,6,-10,-5,-2,5,-5,-4,1.4,-12,2
Cc1cccc(C)c1OCC(O)CN1CCC(CN2C(=O)c3cccc4cccc(c34)C2=O)CC1 (centres undefined),-4,-4,-4,-14,-1,-1,3,-0.4,5,-1
COc1ccc(C(=O)NNC2CC(=O)N(Cc3ccc(Cl)cc3)C2=O)cc1OC (centres undefined),0,0,5,-1,4,2,-5,0.3,-4,3
CCO[C@@H]1OC(C(=O)NCc2nc3ccccc3[nH]2)=C[C@H](C(C)(C)C)[C@H]1CCCO,0,-5,1,2,-2,6,-2,-0.9,3,-1
Cc1cccc(C=CC(=O)c2ccc(Cl)cc2)c1,0,-2,-1,-23,1,-7,-2,-0.4,5,-3
CCOC(=O)c1oc2ccccc2c1CSc1nnnn1-c1ccc(OC)cc1,-1,-14,7,-1,-3,3,4,-0.7,3,1
O=C(Nc1cccc(Cl)c1)N(CCN1CCOCC1)Cc1ccccc1F,1,9,-7,-13,-1,-2,4,-1.3,-2,-2
CSc1ccc(CN2CCC2(C)C(=O)Nc2cccc(NS(C)(=O)=O)c2)cc1 (centres undefined),2,-5,-3,.,-1,-3,3,-0.7,-7,2
Cc1ccc(-c2nnn(CC(=O)N(CCO)C(C(=O)NC3CCCC3)c3ccc(F)cc3)n2)o1 (centres undefined),1,2,-5,0,-3,1,-1,-2.0,4,2
COc1ccc(-c2cnn(C3CCS(=O)(=O)C3)c2N)cc1 (centres undefined),1,0,-1,6,-2,-4,0,-1.9,7,-2
COc1ccc(-c2c(C(=O)O)c(C(=O)O)c3n2CCC3)cc1,-7,16,8,1,2,7,4,-1.2,7,-1
Cc1cc(C)n2nc(SCc3nnc(SCc4ccccc4C)s3)nc2n1,-1,-13,0,-3,4,-9,2,-0.8,2,3
COc1ccccc1NCCC(=O)OCC(=O)Nc1ccccc1Cl,6,1,10,-1,-1,2,-3,0.2,-7,-1
COc1ccc(C(NC(=O)c2ccccc2F)NC(=O)c2ccccc2F)cc1,-4,-3,4,-2,0,-8,2,3.7,6,4
CCOC(=O)Cc1csc(SCC(=O)N(CC(C)C)c2c(N)n(Cc3ccccc3)c(=O)[nH]c2=O)n1,1,-14,-2,-4,12,-8,-6,1.8,-2,3

# Among those listed so far, these have a thiophene ring, fused or not.
SMILES,Tn7 DDE FP,TDP2 inh,SIAE inh,HTRA1 inhibitor,PRMT1 FP inh,ABHD4 inh,LEDGF integ inh,PG9 binder,TCR-CD3 inh,UHRF1 binding
Cc1cc(C(=O)CCC(=O)N2CCN(S(=O)(=O)c3ccccc3)CC2)c(C)s1,1,6,3,-12,0,-3,0,0.5,3,2
COC(=O)c1c(NC(=O)CSc2nnc(C)c(=O)[nH]2)sc(C)c1C,0,-12,1,-2,8,-6,5,-0.6,-2,0
CCCn1c(=O)[nH]c(=O)c2c1nc(-c1cccs1)n2CCOC,-3,-6,12,2,-1,3,4,-1.8,7,0
C/C(=N\NC(=O)c1ccccn1)c1ccc(C(=O)O)s1,4,3,10,.,1,-3,2,-2.8,4,-2
O=C(CCCn1c(=S)[nH]c2ccsc2c1=O)Nc1ccc2c(c1)OCO2,3,2,11,3,4,10,2,0.3,-6,-2

# Screens from PubChem BioAssay.
